TRb-SRC2 inh: qHTS for Inhibitors of the Interaction of Thyroid Hormone Receptor and Steroid Receptor Coregulator 2; Potency, µM (series often up to 106 µM), for the others: at the top dose activity change, negative = inhibition, hits mostly inhibitors; Thyroid hormone receptor beta (Homo sapiens), P10828; actives 0.065% (n = 280,000); TRbeta-SRC2 peptide binding, fluorescence polarization; receptor liganded with 1 µM T3; AID 1469, 2008;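 also: potency is read from the fitted curve at half-maximal effect; plate controls were bound peptide for no effect and peptide without receptor for full effect; nearly all actives have a fitted effect of over 50% in size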
Target sequence (P10828 whole entry, looked up): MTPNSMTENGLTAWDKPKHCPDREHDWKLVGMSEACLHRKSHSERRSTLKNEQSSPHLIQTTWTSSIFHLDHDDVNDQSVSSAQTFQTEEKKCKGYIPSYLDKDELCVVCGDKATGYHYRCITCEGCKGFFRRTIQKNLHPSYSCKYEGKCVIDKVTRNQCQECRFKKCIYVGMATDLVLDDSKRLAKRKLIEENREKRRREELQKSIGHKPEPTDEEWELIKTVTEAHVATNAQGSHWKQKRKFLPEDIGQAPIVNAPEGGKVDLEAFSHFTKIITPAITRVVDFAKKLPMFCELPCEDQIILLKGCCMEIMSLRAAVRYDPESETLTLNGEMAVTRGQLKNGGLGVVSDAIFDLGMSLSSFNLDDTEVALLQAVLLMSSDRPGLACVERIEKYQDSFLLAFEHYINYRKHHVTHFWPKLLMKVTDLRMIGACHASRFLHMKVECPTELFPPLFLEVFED
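Polarization signal, normalized between peptide-alone and full complex controls, measured compound effects on T3-liganded human TRb LBD (0.6 uM) binding 20 nM Texas Red SRC2 peptide after 5 hr.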
NPSR antag: qHTS Assay for Antagonists of the Neuropeptide S Receptor: cAMP Signal Transduction; CHO-NPSR cells, cAMP TR-FRET, antagonist mode; Potency, µM (series often up to 38.3 µM), without a hit: at the highest dose activity change, negative = inhibition, actives largely listed as inhibitors; actives 1% (n = 220,000); also: potency is read from the fitted curve at half-maximal effect; % is scaled to controls: 0 for no effect and ±100 for the full control effect; nearly all actives have a fitted effect of over 50% in size; many of its hits are not listed in these tables
Tau fibril FP: qHTS for Inhibitors of Tau Fibril Formation, Fluorescence Polarization. Microtubule-associated protein tau (Homo sapiens), P10636. K18 P301L tau heparin fibrillization, Alexa594 FP, 6 h. Potency, µM (highest dose often 57.7 µM), for inactives: at the highest dose activity, negative = inhibition, usual class: inhibitors. actives 0.39% (n = 280,000). AID 1468, 2008; also: potency is read from the fitted curve at half-maximal effect; % is scaled to controls: 0 for no effect and ±100 for the full control effect; nearly all actives have a fitted effect of over 55% in size
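Human K18 P301L fragment (15 uM unlabeled plus 0.24 uM Alexa 594-labeled) in 100 mM sodium acetate pH 7 with compound, aggregation induced by 20 uM heparin for 6 hr at 37 C. ThT (30 uM) added for 1 hr, then Alexa 594 FP read.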
Epigenetic reg: Quantitative High-Throughput Screen for Regulators of Epigenetic Control; murine LDR cells, GFP reporter derepression, 30 h; Potency, µM (highest dose often 53.9 µM), for inactives: at the top dose GFP activation, hits mostly activators; actives 0.2% (n = 280,000); AID 1865, 2009; also: potency is read from the fitted curve at half-maximal effect; % of control where 0% means no effect; nearly all actives have a fitted effect of over 60% in size
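Derepression of a silenced CMV-GFP reporter in murine LDR cells is scored by enumerating GFP-positive cells with a laser-scanning microplate cytometer after 30 hours of treatment at 37 C.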
Tau fluor counter: Counterscreen qHTS for Inhibitors of Tau Fibril Formation, Fluorescence Polarization; actives 0.93% (n = 280,000); tau K18 P301L (four-repeat tau fragment) Alexa594 fluorescence, heparin fibrillization; AID 1463, 2008; Potency, µM (highest dose often 57.7 µM), inactives show at the highest dose activity change, negative = decrease; also: potency is read from the fitted curve at half-maximal effect; % is scaled to controls: 0 for no effect and ±100 for the full control effect; nearly all actives have a fitted effect of over 55% in size
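Human K18 P301L tau (15 uM unlabeled plus 0.24 uM Alexa 594-labeled, final) in 100 mM sodium acetate pH 7 was mixed with compound and 20 uM heparin and incubated 6 hr at 37 C.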
CBFb RUNX1 block: qHTS Assay for Compounds Blocking the Interaction Between CBF-beta and RUNX1 for the Treatment of Acute Myeloid Leukemia | Runt-related transcription factor 1 (Homo sapiens) + Core-binding factor subunit beta … | AlphaScreen CBFb-His/RUNX1-biotin binding, biochemical | Potency, µM (series often up to 59.8 µM), without a hit: at the highest dose activity, negative = inhibition, usual class: inhibitors | 230,000 tested, under 10 active | AID 1477, 2009; also: % of control where 0% means no effect
Target sequence (Q01196 whole entry, looked up): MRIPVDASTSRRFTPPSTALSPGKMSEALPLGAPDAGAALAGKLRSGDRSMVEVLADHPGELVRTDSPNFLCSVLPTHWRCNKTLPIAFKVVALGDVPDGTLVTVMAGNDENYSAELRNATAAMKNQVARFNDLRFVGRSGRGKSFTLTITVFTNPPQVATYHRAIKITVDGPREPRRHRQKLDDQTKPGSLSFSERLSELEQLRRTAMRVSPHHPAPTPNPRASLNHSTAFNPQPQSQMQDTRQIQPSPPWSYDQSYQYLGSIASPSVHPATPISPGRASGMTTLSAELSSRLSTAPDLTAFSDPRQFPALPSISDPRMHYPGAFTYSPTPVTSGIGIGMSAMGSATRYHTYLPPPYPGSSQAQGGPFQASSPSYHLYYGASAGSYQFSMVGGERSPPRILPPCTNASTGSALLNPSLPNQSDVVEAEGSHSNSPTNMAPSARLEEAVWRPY
Target sequence (Q13951 whole entry, looked up): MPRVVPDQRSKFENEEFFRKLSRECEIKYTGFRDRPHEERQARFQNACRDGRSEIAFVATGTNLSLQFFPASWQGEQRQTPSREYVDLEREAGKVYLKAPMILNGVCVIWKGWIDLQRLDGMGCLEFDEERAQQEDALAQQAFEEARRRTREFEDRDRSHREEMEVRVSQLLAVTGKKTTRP
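CBFb-His/RUNX1-biotin, 30 nM each, preincubated 20 min RT; compound 15 min RT; Ni + streptavidin beads 50 ng each, 90 min RT; AlphaScreen read.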
GLA spleen mod: qHTS Assay for Inhibitors and Activators of Human alpha-Galactosidase From Spleen Homogenate; human spleen homogenate, 4MU-alpha-Gal fluorescence, 40 min; actives 0.008% (n = 240,000); Potency, µM (top dose mostly 80 µM), for inactives: top-dose activity change, negative = inhibition, actives largely listed as inhibitors; AID 2107, 2009; Alpha-galactosidase A (Homo sapiens), P06280;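 also: potency is read from the fitted curve at half-maximal effect; 0% = enzyme with vehicle and -100% = no enzyme basal signal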
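Fluorogenic readout (Ex 365/Em 440 nm) of 4-methylumbelliferone released from 1 mM 4-MU-alpha-galactoside by spleen homogenate, 40 min at 37C, pH 5.0. Data normalized to no-enzyme and enzyme controls; Hill-equation AC50 from compound titrations.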
TR SRC2 fluor cs: Total Fluorescence Counterscreen for Inhibitors of the Interaction of Thyroid Hormone Receptor and Steroid Receptor Coregulator 2; TRb/SRC2 Texas Red total fluorescence interference; Potency, µM (titrated, usually from 106 µM), for inactives: at the highest dose fluorescence change, negative = quenching; actives 0.29% (n = 280,000); active = well fitted curve in either direction with a large enough effect; inconclusive = small, poorly fitted or top-dose-only effect; also: potency is read from the fitted curve at half-maximal effect; % is scaled to controls: 0 for no effect and ±100 for the full control effect
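Human TRβ ligand-binding domain (0.6 uM) and Texas Red SRC2 peptide (20 nM) in Tris buffer with 1 uM T3 and 5% DMSO were incubated with pinned compound for 5 hr at ambient temperature. Total fluorescence was computed as S + 2P (555/632 nm).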
* marks the source's active call; other numbers are inactive results; ? = inconclusive; . = not tested or not shown; [ ] = another dose, or the depositor's remark. Unless noted, calls follow the shape of the dose curve; as a rule, active = well fitted curve in the direction sought with a large enough effect; inconclusive = small, poorly fitted or top-dose-only effect, or another doubt; inactive = no such curve, though single readings can be large; an effect the other way counts as inactive or inconclusive.

SMILES	TRb-SRC2 inh	NPSR antag	Tau fibril FP	Epigenetic reg	Tau fluor counter	CBFb RUNX1 block	GLA spleen mod	TR SRC2 fluor cs
CCCCc1nc(SCC(=O)Nc2nnc(CCCC)s2)n[nH]1	4%	6%	2%	2.3%	-4%	-3%	-3%	4%
O=C(CCSCc1ccc(Cl)cc1)NCc1cccs1	-6%	-8%	?	3.6%	-16%	-1%	2%	-3%
O=C(NC1CCCCC1)C(c1ccccn1)N(C(=O)c1csnn1)C1CC1 (stereo unspecified)	-2%	14%	8%	-1.5%	14%	0%	11%	-2%
N/C(=N\OC(=O)C12CC3CC(CC(C3)C1)C2)c1ccncc1	2%	26%	-3%	0.0%	-14%	2%	-1%	0%
CCOc1ccc2c(=O)c(Oc3ccccc3OCC)coc2c1	-14%	-11%[46.1 µM]	-3%	3.7%	-8%	0%	2%	-1%
CCOC(=O)N1CCC(NC(=O)c2cc3c(C)nc4ccccc4c3o2)CC1	-5%	-2%[46.1 µM]	2%	-1.3%	-4%	0%	5%	-1%
CCOc1ccc(CN2CCN(Cc3cc4ccccc4[nH]3)CC2CCO)cc1 (stereo unspecified)	-4%	20%	4%	1.1%	4%	1%	6%	-1%
COc1ccc(-n2ncc(C(=O)N3CCN(c4ccccn4)CC3)c2C2CCN(C(=O)OC(C)(C)C)CC2)cc1	3%	.	0%	0.0%	-5%	.	.	-1%
S=c1[nH]nc(Cc2ccccc2)n1-c1ccccc1	-13%	-1%[46.1 µM]	-2%	0.9%	-7%	8%	2%	1%
Cc1cccc(N2C(=O)NC3(CCCCC3)C2=O)c1	-2%	-2%[46.1 µM]	-10%	-0.7%	-18%	-1%	-2%	-6%
COc1cccc(C(=O)N2N=C(c3cccc(OC)c3)CC2(O)C(F)(F)F)c1 (stereo unspecified)	-1%	-23%[46.1 µM]	-2%	0.0%	-16%	4%	5%	1%
Cc1csc2nc(COc3ccc(NC(=O)COc4ccccc4)cc3)cc(=O)n12	1%	.	0%	7.2%	-11%	.	.	0%
Cc1ccc(Nc2nc(-c3ccc(S(=O)(=O)N4CCCC4)cc3)cs2)cc1C	-5%	?	?	0.0%	?	-1%	-6%	-8%
O=c1c2c3n(c(=S)nc2[nH]n1-c1ccccc1)CCCCC3	1%	-22%[46.1 µM]	0%	-0.3%	-17%	-10%	-7%	-7%
Cc1cc(C)c2c(=O)[nH]c(SCC(=O)c3ccc(F)c(C)c3)nc2n1	2%	-6%	2%	1.1%	-8%	3%	0%	-5%
COc1ccc(-c2csc(NC(=O)CCS(=O)(=O)c3ccccc3)n2)c(OC)c1	0%	-5%	9%	-1.1%	?	-8%	-1%	-1%
Cc1nc2ccccc2c(=O)n1/N=C/C=C/c1ccccc1	4%	9%	-3%	1.8%	-10%	9%	9%	2%
CC1CC(NNC(=O)c2ccccc2)=Nc2ccccc2N1C (stereo unspecified)	9%	-1%	9%	-1.6%	10%	-3%	-8%	0%
CCN(CC)CCCNC(=O)CCCn1ncn2c(cc3occc32)c1=O	-6%	.	-5%	2.4%	-3%	.	.	1%
CN(C)S(=O)(=O)c1ccc(Cl)c(NC(=O)COC(=O)C2CSC3(C)CCC(=O)N23)c1 (stereo unspecified)	-3%	13%	1%	-1.9%	-17%	6%	5%	-1%
Cn1c(SCCS(=O)(=O)c2ccc(Cl)cc2)nnc1-c1ccccc1	-11%	-12%[46.1 µM]	-6%	0.0%	-3%	-2%	-2%	1%
CCNc1c(NCC)c(=O)c1=O	6%	8%	5%	0.0%	5%	4%	7%	0%
CN(C(=O)c1coc(=O)c2ccccc12)c1ccc(F)cc1	-1%	0%[46.1 µM]	-7%	-1.0%	-13%	2%	3%	-4%
Cc1ccc(C)n1NC(=O)c1ccc(O)cc1	-18%	-9%[46.1 µM]	-1%	-1.4%	-28%	13%	0%	1%
COc1cc(NC(=O)COC(=O)c2nc3nc(C)cc(C)n3n2)cc(OC)c1	-6%	-5%[46.1 µM]	11%	-2.3%	6%	-1%	0%	-5%
NC(=O)NC(=O)COC(=O)CCCCCNS(=O)(=O)c1ccc2c(c1)OCCO2	11%	10%	-5%	-0.3%	-4%	3%	5%	-2%
O=C1CN(C(=S)Nc2ccccc2Cl)CCN1	3%	4%	-7%	2.5%	-10%	10%	-1%	1%
CCCCOc1cccc(C(=O)N(Cc2ccc(N(C)C)cc2)C2CCS(=O)(=O)C2)c1 (stereo unspecified)	-8%	.	10%	6.4%	-14%	.	.	?
CN(C)C(=O)c1ccc(Cl)cc1[N+](=O)[O-]	-7%	-15%	1%	-6.0%	-6%	3%	-11%	0%
Cc1cc(C)cc(NC(=O)c2cc(C)nn2C)c1	-6%	14%	-8%	-4.3%	-9%	7%	-14%	1%
COc1ccc(NC(=O)c2ccc3c(SCC(=O)O)c4c(nc3c2)CCCC4)cc1Cl	16%	-2%	4%	0.0%	4%	?	0%	-2%
O=C(CSc1nc(Cc2ccccc2)nc2ccccc12)Nc1nc2c(s1)CCCC2	1%	-14%[46.1 µM]	-4%	0.6%	-26%	-15%	1%	2%
CC(=O)Nc1ccc(NC(=O)Cn2c(=O)n(-c3ccc(C)cc3)c(=O)c3oc4ccccc4c32)cc1	4%	-26%	-6%	-4.4%	-21%	-7%	-10%	-1%
CC(C)N(Cc1nc(-c2ccccc2)no1)C(=O)c1ccc([N+](=O)[O-])cc1	7%	12%	5%	-0.1%	-5%	-2%	0%	-1%
O=C(Nc1nccs1)c1ccc(COc2ccc(F)cc2)o1	3%	-29%[46.1 µM]	-4%	0.0%	-9%	1%	8%	0%
CC#C[C@]1(O)CC[C@H]2[C@@H]3CCC4=CC(=O)CCC4=C3[C@@H](c3ccc(N(C)C)cc3)C[C@@]21C	2%[201 µM]	13µM*	9%	3.0%	-24%	?	0%	-1%[201 µM]
Cn1c(CCNC(=O)c2cccs2)n[nH]c1=S	-3%	11%	-3%	2.3%	-1%	-3%	-1%	-1%
CNC(=O)/C(C#N)=c1\s/c(=C/C(=O)OC)c(=O)n1-c1ccccc1	4%	4%[46.1 µM]	-9%	-0.9%	1%	2%	-3%	5%
CCn1c(COc2c(C)cccc2C)nnc1SCc1nc2ccccc2c(=O)[nH]1	7%	-4%	-6%	-1.2%	5%	0%	-1%	-1%
Cc1cc(C(=O)CN2C(=O)C(=O)N(Cc3ccccc3)C2=O)c(C)n1-c1ccccc1F	4%	9%	6%	-1.3%	-15%	-16%	-2%	-4%
CCOc1cc(C(=S)N2CCOCC2)ccc1OS(=O)(=O)c1ccccc1	-1%	4%	-13%	-0.9%	-6%	-11%	-2%	0%
CC(=O)c1cc(CN2CCN(C3CCN(C(C)C)CC3)C(CCO)C2)cs1 (stereo unspecified)	-6%	-23%	-12%	-0.2%	4%	18%	-4%	-1%
Cc1ccc2nc(N(CCCN(C)C)C(=O)COc3ccc(Cl)cc3)sc2c1	1%	-53%	?	-8.8%	-30%	0%	-1%	-2%
O=C(Nc1ccc(F)cc1)N1CCC(c2nc3c(nnn3Cc3ccccc3Cl)c(=O)[nH]2)CC1	-3%	-19%	2%	-3.8%	-18%	5%	1%	0%
Cc1nc(C(=O)Nc2ccccc2)sc1C1(C)CC(c2cccc([N+](=O)[O-])c2)=NO1 (stereo unspecified)	1%	-20%	-2%	-0.9%	?	-16%	-6%	0%
COc1ccc(Cn2ccnc2)cc1Br	4%	-19%[46.1 µM]	-11%	-1.8%	-1%	0%	1%	0%
COc1ccc(C(C(=O)NC(C)(C)C)N(C(=O)Cn2nnc3ccccc32)c2ccc(C(C)=O)cc2)cc1O (stereo unspecified)	4%	4%	3%	0.9%	9%	11%	6%	-2%
Cc1ccccc1CN1CCc2nc(N3CCN(c4ncccn4)CC3)ncc2C1	0%	.	-9%	-2.2%	-4%	.	.	-1%
O=C(c1cc(-c2ccco2)on1)N1CCN(c2ccccc2)CC1	4%	4%[46.1 µM]	2%	-0.3%	-16%	3%	-2%	1%
Clc1ccc(CSc2nnc(-c3ccccn3)n2Cc2ccco2)c(Cl)c1	-17%	?	-8%	-0.4%	-3%	4%	2%	4%
Cn1cccc1Cc1nnc(SCC(=O)N2CCN(c3ccccc3)CC2)n1-c1ccc(F)cc1	-10%	-17%[46.1 µM]	-15%	-0.3%	-14%	-6%	-3%	7%
C=CCNC(=S)NNC(=O)c1ccc(OCCC)cc1	-1%	9%[46.1 µM]	-1%	0.0%	1%	4%	-6%	-7%

Single records (already shown):
O=C(c1cc(-c2ccco2)on1)N1CCN(c2ccccc2)CC1 reads TRb-SRC2 inh: 4%; NPSR antag: 4%[46.1 µM]; Tau fibril FP: 2%; Epigenetic reg: -0.3%; Tau fluor counter: -16%; CBFb RUNX1 block: 3%; GLA spleen mod: -2%; TR SRC2 fluor cs: 1%
Clc1ccc(CSc2nnc(-c3ccccn3)n2Cc2ccco2)c(Cl)c1 reads TRb-SRC2 inh: -17%; NPSR antag: ?; Tau fibril FP: -8%; Epigenetic reg: -0.4%; Tau fluor counter: -3%; CBFb RUNX1 block: 4%; GLA spleen mod: 2%; TR SRC2 fluor cs: 4%

Part of the list above with just Tau fluor counter, Tau fibril FP and Epigenetic reg:
Compound | Tau fluor counter | Tau fibril FP | Epigenetic reg
Cn1cccc1Cc1nnc(SCC(=O)N2CCN(c3ccccc3)CC2)n1-c1ccc(F)cc1 | -14% | -15% | -0.3%
O=C(c1cc(-c2ccco2)on1)N1CCN(c2ccccc2)CC1 | -16% | 2% | -0.3%
Clc1ccc(CSc2nnc(-c3ccccn3)n2Cc2ccco2)c(Cl)c1 | -3% | -8% | -0.4%
C=CCNC(=S)NNC(=O)c1ccc(OCCC)cc1 | 1% | -1% | 0.0%

A portion of the library; rates above refer to the full screens.
